# GLP1R inv ag – qHTS of GLP-1 Receptor Inverse Agonists (Inhibition Mode) | HEK293 GLP-1R CRE-luciferase, luminescence, 24 h; GLP-1R form is constitutively active | Glucagon-like peptide 1 receptor (Homo sapiens), P43220 | AID 624417, 2012 | Potency, µM (titrated, usually from 38.3 µM), for inactives: at the highest dose activity change, negative = inhibition, usual class: inhibitors | 410,000 compounds, 1.6% hits; note: potency is the fitted concentration of half-maximal effect; % is set by controls: 0 for no effect and ±100 for the full control effect; nearly all actives have a fitted effect of over 55% in size
#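 Luminescence readout: a drop in cAMP-driven luciferase signal flags inverse agonism at a constitutively active GLP-1R stably expressed in HEK293. Compound exposure lasted 24 hr at 37 deg C, 5% CO2.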
# DRD3 agonist – qHTS of D3 Dopamine Receptor Agonist: qHTS. D3R DiscoveRx beta-arrestin cells, luminescence, 90 min. max activation, %. 410,000 compounds, 0.58% hits. AID 652048, 2013; in the data active = max activation above about 30%; note: 0% is about no effect; mostly tested at two doses, the higher about 12 µM
# Target sequence (P35462 whole entry, looked up): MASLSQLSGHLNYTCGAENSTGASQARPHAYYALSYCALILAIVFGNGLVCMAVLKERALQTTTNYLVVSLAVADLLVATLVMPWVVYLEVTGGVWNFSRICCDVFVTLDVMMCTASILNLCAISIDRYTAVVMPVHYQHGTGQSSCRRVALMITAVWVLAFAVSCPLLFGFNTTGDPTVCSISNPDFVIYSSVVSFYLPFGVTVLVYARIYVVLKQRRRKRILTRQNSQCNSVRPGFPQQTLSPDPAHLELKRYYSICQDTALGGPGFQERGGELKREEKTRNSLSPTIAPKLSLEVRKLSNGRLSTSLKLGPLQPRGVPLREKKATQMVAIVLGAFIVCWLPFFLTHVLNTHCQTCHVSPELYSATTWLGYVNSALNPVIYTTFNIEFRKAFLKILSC
#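 Cells at 1500/well, incubated overnight, then treated with pinned compounds (dopamine as control) for 90 min at 37 degrees C. DiscoveRx reagent added for 30 - 60 minutes at room temperature; luminescence read.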
# KB-V1 MDR tox – qHTS assay for MDR1-selective chemotherapeutics: Primary screen using the drug-selected MDR subline cells KB-V1. KB-V1 MDR cells viability, CellTiter-Glo, 72 h. Potency, µM (top dose mostly 46.1 µM), without a hit: at the top dose activity change, negative = cytotoxicity, most hits filed as cytotoxic. 400,000 compounds, 3.4% hits. AID 1347076, 2019; note: potency is the fitted concentration of half-maximal effect; % is set by controls: 0 for no effect and ±100 for the full control effect; nearly all actives have a fitted effect of over 60% in size
#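 KB-V1 MDR subline cells in DMEM (phenol-red free, 10% FBS) exposed to compounds in qHTS concentration series for 72 h at 37 degrees C. Viability read by CellTiter-Glo luminescence; concentration-effect curves fitted after normalization and correction.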
# DRD3 antagonist – qHTS of D3 Dopamine Receptor Antagonist: qHTS. D3R cells, DiscoveRx beta-arrestin luminescence, antagonist mode; stronger effect = lower value. max response, negative = inhibition, %. D(3) dopamine receptor (Homo sapiens), P35462. 360,000 compounds, 2.5% hits; in the data active = max response below about -50%; inconclusive = no clear call, values can overlap the other calls; note: % is set by controls: 0 for no effect and ±100 for the full control effect; mostly tested at two doses, the higher about 12 µM
#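 Cells plated overnight at 1500 cells/well, then exposed to library compounds with dopamine controls for 90 minutes at 37 degrees C. DiscoveRx reagent added for 30–60 minutes at room temperature; luminescence read, quantitative HTS format.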
# GLP1R ag – qHTS of GLP-1 Receptor Agonists | Potency, µM (titrated, usually from 45.6 µM), for inactives: top-dose activation, most hits filed as activators | 380,000 compounds, 0.007% hits | HEK293 GLP-1R CRE-luciferase, luminescence, 4-6 h; cells express a hypersensitive GLP-1R form; note: potency is the fitted concentration of half-maximal effect; % of control where 0% means no effect
# TDP-43 yeast inh – qHTS of TDP-43 Inhibitors | Potency, µM (highest dose often 46.1 µM), for inactives: at the top dose growth rescue (activation), actives largely listed as activators | TDP-43 expressing yeast growth rescue, BacTiter-Glo, 24 h | 410,000 compounds, 1.8% hits; note: potency is the fitted concentration of half-maximal effect; % of control where 0% means no effect; nearly all actives have a fitted effect of over 50% in size
#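 In this qHTS, compounds that restore growth of yeast expressing TDP-43 appear as activators. Cells (OD600=0.02, galactose medium, raffinose-pregrown) are incubated with compound 24 hr at 30 deg C and growth is quantified by BacTiter-Glo.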
# PTHR1 agonist – qHTS for PTHR1 Agonists: Primary Screen; AID 743266, 2014; Parathyroid hormone/parathyroid hormone-related peptide receptor (Homo sapiens), Q03431; Potency, µM (doses to about 115 µM), inactives show at the top dose activation, usual class: activators; 410,000 compounds, 0.075% hits; HEK293 GP2 PTHR1 cells, GloSensor cAMP luminescence, 1 h; note: potency is the fitted concentration of half-maximal effect; nearly all actives have a fitted effect of over 55% in size; some results filed as inactive show a strong effect at the top dose; inactives centre near -15; many of its hits are not listed in these tables
# Target sequence (Q03431 whole entry, looked up): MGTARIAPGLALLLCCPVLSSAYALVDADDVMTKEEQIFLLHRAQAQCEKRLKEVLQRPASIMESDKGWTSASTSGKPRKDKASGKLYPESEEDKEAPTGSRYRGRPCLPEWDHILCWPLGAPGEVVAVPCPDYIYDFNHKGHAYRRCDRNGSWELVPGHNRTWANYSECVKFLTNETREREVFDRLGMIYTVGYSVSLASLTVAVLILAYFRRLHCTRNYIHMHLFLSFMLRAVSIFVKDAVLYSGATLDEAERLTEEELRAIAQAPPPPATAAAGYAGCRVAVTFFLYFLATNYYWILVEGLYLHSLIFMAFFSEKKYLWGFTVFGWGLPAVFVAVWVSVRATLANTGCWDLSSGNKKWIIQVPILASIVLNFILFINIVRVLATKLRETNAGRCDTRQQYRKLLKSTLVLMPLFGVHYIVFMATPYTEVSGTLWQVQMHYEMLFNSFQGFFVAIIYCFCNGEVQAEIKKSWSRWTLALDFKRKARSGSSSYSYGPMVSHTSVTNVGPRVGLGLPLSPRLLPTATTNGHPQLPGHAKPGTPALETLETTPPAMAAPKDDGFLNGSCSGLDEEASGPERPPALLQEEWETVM
#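 HEK-293-derived GP2 cells expressing PTHR1 and a GloSensor cAMP reporter, 3,000/well, plated overnight, given luciferin plus IBMX (each 0.5 mM as added) for 1 h at 37 °C, then compound for 1 h at 37 °C. Luminescence was read after 15 min at room temperature.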
# HEK293 tox – qHTS of GLP-1 Receptor Inverse Agonists: Cytotox Screen; HEK293 cAMP-luciferase reporter cells, luminescence, 24 h; Potency, µM (highest dose often 38.3 µM), for the others: top-dose activity change, negative = inhibition, most hits filed as inhibitors; 410,000 compounds, 0.13% hits;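 note: loss of luciferase light is scored as toxicity; potency is the fitted concentration of half-maximal effect; % is set by controls: 0 for no effect and ±100 for the full control effect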
#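 Step one: seed cells (200 cells/uL, DMEM with 10% Nu serum, 1% pen-strep). Step two: 12-hour incubation at 37 deg C. Step three: pin 23 nL compound, incubate 24 hr. Step four: add luciferase reagent, read luminescence 12 min later.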
# aSyn rescue – qHTS of alpha-syn Inhibitors; Yeast expressing alpha-synuclein, growth rescue, BacTiter-Glo, 24 h; Potency, µM (highest dose often 46.1 µM), inactives show at the top dose growth rescue (activation), hits mostly activators; 370,000 compounds, 0.14% hits; note: potency is the fitted concentration of half-maximal effect; % of control where 0% means no effect; nearly all actives have a fitted effect of over 65% in size
#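 Readout is rescue of growth in alpha-synuclein-expressing yeast, so inhibitors of toxicity appear as activators. Growth after 24 hr at 30 deg C in galactose medium is quantified by luminescence.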
# Starred values were filed as active, the others as inactive; i = inactive; ? = inconclusive; nt = not tested or not shown; & = joins results of further samples; ! = not active in a repeat; [ ] = remark or other dose. Unless noted, calls come from the whole dose curve; as a rule, active = well fitted curve in the direction sought with a large enough effect; inconclusive = small, poorly fitted or top-dose-only effect, or another doubt; inactive = no such curve, though single readings can be large; an effect the other way counts as inactive or inconclusive. Only part of the results is shown; the hit share may differ from the screen's.
# Second line of a record – aSyn rescue	KB-V1 MDR tox	TDP-43 yeast inh	GLP1R inv ag	DRD3 antagonist	GLP1R ag	DRD3 agonist	HEK293 tox	PTHR1 agonist
CC(Oc1ccc2c(c1)oc(=O)c1ccccc12)C(=O)NC(Cc1c[nH]c2ccc(O)cc12)C(=O)O (stereo not drawn)
    -1%	16%	0%	23%	-6	-3%	-3	3%	-12%
O=c1ccc(S(=O)(=O)N2CCCC2)cn1Cc1ccc(F)cc1
    -3%[1.84 µM]	-16%	-12%	-15%	-11	-1%	-21	2%	3%
Cc1cc(=O)n2c3ccccc3n(CC(O)CN3CCOCC3)c2c1C#N (stereo not drawn)
    -7%	-14%	nt	6%	18	-2%	4	-6%	-2%
COc1ccc(NC(=O)C2CCN(C(=O)[C@@H]3Cc4ccccc4CN3)CC2)cc1
    -6%	26%	7%	-17%	1	-7%	-3	-3%	?
CCOc1ccc(S(=O)(=O)N(C)CC(=O)NCc2ccccn2)cc1Cl
    0%	-25%	-15%	-6%	2	4%	-32	1%	i
COC(=O)c1ccc(Cn2c(SCc3ccccc3)nc3ccncc32)cc1
    nt	13%	23%	13%	nt	nt	0	-8%	-65%[inhibitor]
COc1ccc(CCNC(=O)C2CCN(S(=O)(=O)N3CCCCC3)CC2)cc1OC
    4%	0%	18%	13%	5	-4%	5	5%	-23%
CCCC[n+]1c(C)sc2cc(OC)ccc21
    0%	26%	14%	1%	6	-1%	-1	-4%	i
Cc1cc(C)cc(OC(C)C(=O)Nc2nc3c(s2)CCCC3)c1 (stereo not drawn)
    nt	nt	9%	?	nt	nt	-9	11%	i
COc1ccnc(Oc2ccc(F)cc2)c1-c1ncn[nH]1
    0%	20%	-14%	1%	7	1%	0	-9%	i
COc1ccc(OCC(=O)Nc2ccc(N3CCN(C(=O)c4ccco4)CC3)cc2)cc1
    3%	-14%	4%	0%[7.66 µM]	3	3%	5	2%[7.66 µM]	-16%
O=C(NC1CCS(=O)(=O)C1)c1cc(-c2ccccc2)nc2ccccc12 (stereo not drawn)
    -11%	-12%	-12%	3%	-19	2%	-12	-8%	i
CCc1nc(C)cn1S(=O)(=O)c1cc(Br)ccc1OC
    2%	16µM*	27%	0%	31	12%	0	?	?
Cc1cn2c(=O)cc(COc3ccc(Cl)cc3)nc2s1
    nt	8%	24%	6%	nt	-1%	2	2%	-36%[inhibitor]
CCN(CC)S(=O)(=O)c1ccc(NC(=O)CSc2nc3nc(C)cc(C)c3c(=O)[nH]2)cc1
    -1%	-23%	8%	1%	?	14%	-9	?	i
CCCc1cc(C(=O)Nc2cc(Cl)ccc2O)no1
    0%	-9%	11%	0%	-22	5%	-8	-7%	-17%
COc1ccccc1NC(=O)Cn1cc(S(=O)(=O)Cc2ccccc2)c2ccccc21
    nt	0%	19%	-4%	nt	nt	8	1%	-23%
Cc1cccc(C)c1OCC(=O)NCc1nnc(SCC(=O)NC2CCCCC2C)n1C (stereo not drawn)
    2%	3%	-11%	-12%	8	6%	-28	-1%	-17%
CCN(CC(=O)Nc1ccc2c(c1)OCCO2)C(=O)c1cc(Cl)nc2ccccc12
    -2%	-5%	-11%	-5%	-7	-1%	-8	-7%	-44%[inhibitor]
CC(C)c1ccc(NC(=O)c2cnc3sc(N4CCCC4)nn3c2=O)cc1
    nt	nt	18%	-26%	nt	nt	13	-17%	i
O=C(Nc1ccccc1N1CCN(c2ccc(F)cc2)CC1)c1ccccc1
    -7%	0%	-7%	6%	-1	6%	3	7%	-6%[57.5 µM]
COc1cccc2c1cc1c(=O)n(CC(=O)NCc3ccccn3)nc(C)n12
    3%	23%	14%	3%	26	0%	3	4%	i
CCCc1nc2ccc(C)cn2c1Cc1ccc(C)cc1
    0%	-45%	18%	-7%	4	8%	3	-2%	-77%[inhibitor]
CCOc1ccccc1C(=O)NCC(c1ccc(N(C)C)cc1)N1CCCC1 (stereo not drawn)
    nt	-2%	10%	4%	nt	nt	-21	1%	i
Cc1ccc(/C=N/NC(=O)C2(C)CC2(Br)Br)cc1 (stereo not drawn)
    12%	8%	-23%	?	-12	17%	-11	0%	i
CCN(C(=O)COC(=O)c1cc2c(s1)CCCC2)c1c(N)n(Cc2ccccc2)c(=O)[nH]c1=O
    0%	-2%	0%	2%	9	4%	-1	-1%	-7%
NC(=O)NC(=O)COC(=O)CC12CC3CC(CC(C3)C1)C2
    1%	-8%	5%	4%	9	6%	2	0%	-51%[inhibitor]
CSCCC(c1nc2ccccc2[nH]1)n1c(=O)c(-c2cccnc2)nc2ccccc21 (stereo not drawn)
    -6%	-24%	9%	-15%	10	nt	-1	33%	-32%[inhibitor]
CCN(CC(=O)Nc1ccc(OC)cc1)C(=O)c1ccc(N2CCCC2=O)cc1
    0%	0%	8%	5%	-1	5%	-2	5%	i
COc1cc(C(=O)OC2CCOC2=O)cc(Cl)c1OC (stereo not drawn)
    8%	12%	8%	15%	6	6%	4	0%	i
CCOC(=O)C[C@H]1c2ccccc2S(=O)(=O)N1Cc1ccc(Cl)cc1
    6%	16µM*!	?	-30%	4	21%	-5	7%	-48%[inhibitor]
Cc1nc(Cl)c(Cl)n1CCOc1ccccc1
    13%	?	22%	-19%	11	7%	-2	25%	i
O=C1[C@H]2[C@@H](c3ccc(F)cc3)N3C(=O)N(c4ccc(C(F)(F)F)cc4)C(=O)[C@@]3(Cc3ccccc3)[C@H]2C(=O)N1C1CCCCC1
    3%	?	-4%	2.2µM*	-13	-3%	13	11%	i
O=C(O)CNS(=O)(=O)c1ccc2[nH]c(=O)c(=O)[nH]c2c1
    1%	1%	-18%	6%[0.307 µM]	-7	-16%	-4	17%[0.307 µM]	-23%
CCc1ccc2nc(N(CCN(C)C)C(=O)/C=C/c3cccs3)sc2c1
    -6%	?	10%	?	6	0%	-11	-12%	-11%
COc1ccc(Cl)cc1NC(=O)C(C)N(C)Cc1cccc(Cl)c1Cl (stereo not drawn)
    -15%	?	-13%	?	6	4%	1	16%	i
COCCNC(=O)CSc1nc2cc3c(cc2c(=O)n1CCCC(=O)NCCc1ccc(OC)c(OC)c1)OCO3
    -1%	1%	-1%[9.22 µM]	1%&9%	12	3%	9&10	-3%&0%	-1%
O=C1c2ccccc2NC(c2ccccc2F)N1NS(=O)(=O)c1ccccc1 (stereo not drawn)
    -2%	-27%	-17%	-4%	-14	3%	-24	13%	6%
CN(C(=O)CN1C(=O)S/C(=C\c2ccccc2Cl)C1=O)C1CCS(=O)(=O)C1 (stereo not drawn)
    6%	20%	11%	8%	6	0%	3	5%	i
Cc1ccc(CSc2ccc(-c3ccco3)nn2)cc1
    1%	22%	29%	-25%	-20	3%	5	-4%	-22%
O=c1c2ccccc2nc(SCc2ccc([N+](=O)[O-])cc2)n1CCCO
    2%	2.9µM*	0%	-12%	7	16%	-5	10%	i
C[C@H](O)[C@@H]1CN2CCc3c([nH]c4ccccc34)[C@@H]2C[C@@H]1N(C)C(=O)OCc1ccccc1
    -10%	?	16%	?	?	4%	-1	16%	-17%
CC1=C(C(=O)Nc2cccc(C(F)(F)F)c2)C(c2ccccn2)n2ncnc2N1 (stereo not drawn)
    -1%	0%	10%	-8%	nt	-1%	5	-4%	i
O=C(NCc1ccccc1)c1cccnc1N1CCOCC1
    -6%	19%	0%	-1%	-23	-2%	-1	-10%	-4%[57.5 µM]
Cc1ccc(S(=O)(=O)Nc2ccc3cc([N+](=O)[O-])ccc3c2[N+](=O)[O-])cc1
    -72%[inhibitor]	?	-94%[inhibitor]	?	?	1%	-12	?	-23%
COC(=O)c1ccccc1NC(=O)Cn1c(=O)cc(C)c2c(C)nn(-c3cccc(Cl)c3C)c21
    nt	3%	14%	-11%	nt	nt	-3	3%	-8%
CCC(=O)Nc1ccc(Cl)c(NC(=O)c2cccc(OC)c2)c1
    0%	14%	-6%	-6%	-5	15%	6	-1%	-4%
COc1cccc(/C=C/C(=O)OCCN2C(=O)c3ccccc3C2=O)c1
    ?	2%	?	13%	40	7%	1	-6%	-10%
O=C(CSc1nnc(NC(=O)c2ccccc2F)s1)NC1CCCC1
    -12%	-28%	-5%	?	-2	0%	4	-14%	0%
COC(=O)C1(O)CC(C(C)C)=NN1C(=O)c1ccccc1 (stereo not drawn)
    -1%	0%	3%	5%	-30	-13%	-7	0%	i
Cn1nc(C(=O)NCc2cccc(Cl)c2)c2c1-c1ccccc1SC2
    nt	nt	20µM*	?	nt	nt	-5	7%	-5%
CC1CCN(c2ccc(/C=N/n3nnnc3N)cc2[N+](=O)[O-])CC1
    11%	-2%	-17%	7%	-18	4%	10	-28%	i
CCOc1ccc(-c2nc(-c3ccncc3)no2)cc1OCC
    4%	-20%	16%	39%[activator]	9	6%	14	-4%	i
CC1(C)Cc2ccccc2-c2nnnn21
    1%	0%	-15%	9%	-5	0%	5	9%	i
Cc1ccc(S(=O)(=O)N2CCN(S(=O)(=O)N3CCCCCC3)CC2)cc1
    9%	?	2%	-26%	4	7%	-2	-25%	-40%[inhibitor]
O=C(COC(=O)C1CCCCC1)NCCc1ccccc1
    0%	-2%	-4%[0.397 µM]	13%	2	8%	16	6%	-6%

# High-throughput results (PubChem BioAssay)
